Assay outcomes: PubChem BioAssay, several laboratories
SMARCA2 act – increases SMARCA2 function in MMTV reporter cells | activation, % at 9.1 µM | MG213 cells, MMTV-luciferase reporter, dexamethasone, overnight | actives 1% (n = 370,000); in the data active means activation above about 7.8%;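 further: 0% = vehicle wells and 100% = reference activator wells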
hgDAF-12 ag – hgDAF-12 agonism, primary luciferase screen. HEK293 GAL4-hgDAF12 UAS-luciferase reporter, agonist luminescence; normalized to butyrate control. activation, % at 6.8 µM. actives 1.8% (n = 370,000);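 active means activation above a cutoff set at the mean of all screened compounds plus 3 SD, cut at about 10% in these data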;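 further: 0% = DMSO wells and 100% = sodium butyrate wells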
GC-B act – GC-B (human) receptor activation; AID 1920062; activation, % at 10 µM; P20594; actives 0.11% (n = 370,000); HEK293-GC-B cells, CNP EC30, cGMP TR-FRET; 0% at EC30 CNP, 100% saturating CNP;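 active means activation at 10 µM reaching about 35% in either raw or pattern-adjusted values, limit read from the data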
DAX1 inh-1 – inhibitors of DAX1 repression of SF-1 activated StAR promoter. HEK293T StAR-luciferase reporter, SF-1/DAX-1 repression relief. inhibition, % at 6.8 µM. actives 1.1% (n = 370,000). AID 652010;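 active means inhibition above the mean over all tested compounds plus 3 SD, cut at about 3.6% in these data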;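 further: 0% = DAX-1 cells with DMSO and 100% = cells lacking DAX-1 with DMSO; higher inhibition means more luminescence from relief of DAX-1 repression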
GAA850 FXN act – activators of GAA850 frataxin (FXN) promoter. HEK293 lucGAA850 FXN promoter luciferase reporter, 24 h; percent of 10 µM SAHA response. activation, % at 6 µM. actives 0.56% (n = 360,000);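 active means activation above the average of all compounds screened plus 3 SD, cutoff fixed separately per campaign, cut at about 7.5% in these data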;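 further: 0% = DMSO wells and 100% = 10 µM SAHA wells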
DAX1 inh-2 – inhibits human nuclear receptor DAX1; HEK293 Gal4-DAX1 luciferase reporter, luminescence; inhibition, % at 6.75 µM; actives 0.99% (n = 340,000); AID 504766;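 active means inhibition above the mean over all tested compounds plus 3 SD, cut at about 4.2% in these data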;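 further: 0% = DAX1-transfected cells with DMSO and 100% = empty-vector control cells with DMSO; inhibition shows as a rise in luminescence from relieved DAX1 repression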
Target sequence (P51843 207-470 limits assumed): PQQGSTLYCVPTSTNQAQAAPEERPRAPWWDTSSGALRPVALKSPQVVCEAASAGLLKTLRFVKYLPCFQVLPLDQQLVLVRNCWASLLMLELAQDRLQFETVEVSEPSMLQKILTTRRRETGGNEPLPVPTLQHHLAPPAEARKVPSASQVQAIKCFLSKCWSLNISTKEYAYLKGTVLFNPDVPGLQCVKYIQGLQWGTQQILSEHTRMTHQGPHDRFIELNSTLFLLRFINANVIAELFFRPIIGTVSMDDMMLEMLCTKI
sPLA2-III inh – Inhibits HGIII-sPLA2 liposome hydrolysis, primary screen | Q9NZ20 | QFRET BODIPY PC-A2 liposome hydrolysis, fluorescence | inhibition, % at 12.2 µM | actives 0.56% (n = 370,000) | AID 743126;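 active means inhibition above mean plus 3 SD of compounds lying within the high and low control bounds, cut at about 19% in these data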;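 further: 0% = median of test compound wells and 100% = no enzyme DMSO wells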
ssDAF12 agonist – S. stercoralis DAF-12 activation, primary screen | HEK293 ssDAF-12/GRIP1 lit1-tk-luc reporter, luminescence; % of 3 µM dafachronic acid response | activation, % at 6.8 µM | actives 1% (n = 370,000) | AID 652126;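 active means activation above the mean over all tested compounds plus 3 SD, cut at about 0.9% in these data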;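 further: 0% = DMSO-only wells and 100% = 3 µM delta7-dafachronic acid wells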
hcDAF12 agonist – activates DAF-12 receptor from parasite H. contortus | HEK293 hcDAF-12 lit1-tk-luc reporter, luminescence; 0% DMSO, 100% Δ7-dafachronic acid | activation, % at 6.8 µM | actives 1.4% (n = 370,000);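 active means activation above the mean of all tested compounds plus 3 SD, cut at about 5.5% in these data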;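 further: 100% = response to 3 µM Δ7-dafachronic acid high control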
GC-A act – GC-A (human) enzyme activation; P16066; HEK293 GC-A cells, cGMP TR-FRET, EC30 ANP; 0% at EC30 ANP, 100% saturating ANP; activation, % at 10 µM; actives 0.14% (n = 370,000); AID 1671463; in the data active means activation above about 40%
ADAM10 inh – inhibits human ADAM10; O14672; recombinant ADAM10, EDANS/DABCYL FRET peptide cleavage, 3 h; inhibition, % at 7 µM; actives 0.62% (n = 370,000); AID 720582;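 active means inhibition above a per-campaign cutoff equal to the mean of compounds falling between control-based bounds plus 3 SD, cut at about 20% in these data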;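 further: 0% = DMSO wells while the 100% control is not disclosed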
Target sequence (O14672 214-748 limits assumed): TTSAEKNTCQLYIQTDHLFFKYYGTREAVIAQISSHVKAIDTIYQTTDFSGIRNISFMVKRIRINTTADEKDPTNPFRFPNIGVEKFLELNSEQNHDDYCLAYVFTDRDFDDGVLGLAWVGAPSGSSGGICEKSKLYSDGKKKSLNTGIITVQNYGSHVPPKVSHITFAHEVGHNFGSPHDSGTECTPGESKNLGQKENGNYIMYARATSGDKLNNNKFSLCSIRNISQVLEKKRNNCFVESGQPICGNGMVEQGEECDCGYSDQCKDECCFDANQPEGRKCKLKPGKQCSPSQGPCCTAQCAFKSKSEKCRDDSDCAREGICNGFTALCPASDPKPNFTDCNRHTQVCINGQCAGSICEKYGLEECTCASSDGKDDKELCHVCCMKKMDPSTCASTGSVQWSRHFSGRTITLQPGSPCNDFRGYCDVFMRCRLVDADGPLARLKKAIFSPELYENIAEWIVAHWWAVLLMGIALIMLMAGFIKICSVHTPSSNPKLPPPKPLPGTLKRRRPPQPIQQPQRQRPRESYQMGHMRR
Active calls of the source: *; nt = no result given. Compounds were not picked by outcome; overall some 6.6% were active at least once.

Value order: ADAM10 inh	SMARCA2 act	DAX1 inh-2	hcDAF12 agonist	GAA850 FXN act	hgDAF-12 ag	ssDAF12 agonist	GC-B act	DAX1 inh-1	GC-A act	sPLA2-III inh
> CCO[C@@H]1OC(C(=O)NCc2ccccc2)=C[C@H](c2coc3ccccc3c2=O)[C@H]1CCCO
  -4	0	0.4	-3.0	2.6	1.4	-1.4	-1	0.3	0	0
> CCOC(=O)c1[nH]c2ccccc2c1NC(=O)c1ccc(S(=O)(=O)N2CCOCC2)cc1
  -2	0	-0.3	2.2	-0.4	1.9	0.4	6	0.1	2	-19
> N#Cc1ccc(C(=O)OCCc2cc3ccccc3c(=O)o2)cc1
  2	0	1.6	-0.5	-0.7	1.4	-1.2	-6	0.0	-3	0
> Cc1ccc(C(=O)CC(=O)c2ccccc2C)c(O)c1
  -19	-2	-1.8	3.6	-0.4	-0.2	0.0	0	-0.3	0	3
> Cc1ccc(C(=O)N2CC=C(c3ccccc3)CC2)s1
  5	1	0.6	0.2	0.1	0.3	-0.6	-5	0.0	-1	-3
> COCCCNC(=O)Cc1c(C)c2c(cc(C)c3c(C)c(C)oc32)oc1=O
  -37	-3	0.3	0.1	2.8	-0.2	-0.7	-1	-0.3	2	0
> NC(=O)c1ccsc1NC(=O)COC(=O)c1cccnc1Cl
  -6	-1	-0.3	1.0	-0.6	11*	-0.4	2	1.2	5	0
> Clc1cc(Br)ccc1OCCOCCN1CCCC1
  3	-2	0.4	-1.4	1.6	-1.1	-0.9	-2	0.1	-2	2
> N#CC1(NC(=O)COC(=O)C23CC4CC(CC(O)(C4)C2)C3)CCCCC1
  1	-1	0.0	-1.0	1.4	0.3	-1.0	1	0.5	3	2
> COc1ccc(CCNC(=O)CSc2nnc3ccc(-c4ccccn4)nn23)cc1OC
  -1	-2	0.7	0.0	1.7	-1.0	-0.6	-2	0.1	-1	3
> CCCCN1CC(C)(C)[C@H](CC(=O)Nc2ccccc2)C1=O
  -10	-2	0.2	-1.1	0.6	-1.3	-1.4	-2	0.8	0	6
> Fc1ccc(-c2nc3c(-c4ccc(Cl)cc4)cnn3cc2CCN2CCOCC2)cc1
  5	-2	-0.9	1.0	-1.1	-0.3	-1.3	-7	-0.2	5	-2
> O=C(/C=C/c1ccc(Cl)cc1Cl)c1nc2ccccc2[nH]1
  5	-2	-1.4	-0.8	1.7	-0.2	-0.9	-10	-0.5	-3	3
> Cc1ccc(S(=O)(=O)N2CCCOC2CNC(=O)C(=O)NCCc2c[nH]c3ccccc23)cc1 (configuration not stated)
  0	-5	-1.1	-2.2	-0.4	-5.0	-2.1	4	-2.0	0	-77
> CCOc1ccc(N(CC(=O)NC2CC2)S(=O)(=O)c2ccc(C)cc2)cc1
  -2	0	-1.7	-0.4	1.4	0.6	-1.5	1	0.1	1	0
> CC(C)c1ccc(/C=C/C(=O)NCCCc2ccccc2)cc1
  17	1	0.3	-2.4	1.4	0.8	-0.9	3	0.6	2	-15
> Cc1cccc(-n2c(CNC(=O)c3ccc(S(=O)(=O)N4CCCCC4)cc3)n[nH]c2=S)c1
  0	1	-0.5	0.1	-1.8	-0.2	-0.5	4	-0.1	2	8
> Cc1ccc2c(O)c(C)c(=O)[nH]c2n1
  -2	-2	-0.5	-0.6	0.1	0.4	-1.4	0	0.1	-3	0
> CC(=O)Nc1ccc(C(=O)OCc2ccccc2Br)cc1
  13	-1	0.5	0.1	2.3	1.4	-1.2	-3	0.1	2	-18
> CC(C)c1ccc(N(CC(=O)O)S(=O)(=O)c2cccnc2)cc1
  -2	-1	-0.2	-0.9	-0.2	-1.4	-0.2	4	0.5	0	-2
> O=C1CC(Cc2ccc(Cl)cc2)C(=O)N1c1cc(Cl)ccn1 (configuration not stated)
  3	3	1.2	-1.8	0.3	-0.2	-1.8	-7	0.6	-4	-9
> O=C1CCC(=O)N1CCc1c[nH]c2ccccc12
  4	0	0.0	-1.9	0.2	-1.1	-0.5	-3	1.0	0	4
> O=C(Nc1ccccc1)Nc1ccccn1
  5	5	0.9	3.1	0.5	5.4	-1.4	8	1.7	6	0
> COc1ccc(CNC(=O)COC(=O)CC(NC(N)=O)c2ccc(Cl)cc2)cc1OC (configuration not stated)
  -13	0	1.0	-0.8	0.0	0.1	-1.1	4	-0.1	4	0
> Cc1cc(C)cc(C(=O)NC(CC(N)=O)c2ccc(NC3CCCC3)c([N+](=O)[O-])c2)c1 (configuration not stated)
  6	1	-0.4	1.4	0.6	1.7	-0.6	3	0.5	2	12
> Cc1ccccc1NC(=O)[C@@H]1CC(=O)O[C@@H]1c1ccccc1
  -7	-1	nt	-1.4	nt	4.6	-1.3	3	-1.1	1	4
> COCCN(C(=O)CNC(=O)c1cccs1)C(C(=O)NC(C)(C)C)c1ccccc1 (configuration not stated)
  0	2	-0.2	0.7	1.1	-1.1	-0.9	-4	-0.4	5	-1
> COc1ccc2cc(S(=O)(=O)n3cnc(C)c3)ccc2c1
  -1	3	nt	-0.8	0.3	-2.5	0.2	-3	0.9	1	6
> CN(C)c1ccc(-c2noc(C3CCN(C(=O)Nc4ccc(Cl)cc4)CC3)n2)cc1
  6	-1	0.6	0.8	2.6	-1.7	-1.1	0	0.5	-9	5
> COc1cccc(NC(=O)C(OC(=O)c2ccccc2NS(=O)(=O)c2cccs2)c2ccccc2)c1 (configuration not stated)
  1	-6	-2.0	3.8	-1.9	0.0	-1.3	2	-0.7	3	-25
> CCOc1cccc(CNCCCSc2ncccn2)c1
  -4	5	-0.9	4.0	1.1	4.6	0.2	10	0.5	-1	-2
> CC1CN(c2ccc(NC(=S)Nc3ccc(N4CC(C)OC(C)C4)cc3)cc2)CC(C)O1 (configuration not stated)
  -1	-1	-1.3	-1.9	-2.4	-0.5	-1.7	-1	-0.9	3	12
> CSc1ccc(C2C(C#N)=C(N)Oc3cc4c(cc32)OCO4)cc1 (configuration not stated)
  -2	-4	0.7	-0.9	-0.7	2.7	0.9	2	1.2	-3	-35
> O=C(COC(=O)c1ccc([N+](=O)[O-])cc1)NCCC1=CCCCC1
  -5	-1	-0.5	-0.2	0.0	-0.5	-1.9	1	-2.2	0	3
> C[C@]12c3[nH]c4ccc(Cl)cc4c3CCN1C(=O)[C@@H](CC(=O)NCCc1ccccn1)C[C@@H]2C(=O)N1CCOCC1
  -2	-4	-0.2	-2.7	-2.1	-2.2	-1.3	6	0.7	-1	-5
> Cc1ccc(-n2nnc3ccccc3c2=O)cc1C
  -1	4	0.9	1.5	1.4	7.3	-0.2	3	1.7	3	1
> COC(=O)c1ccc(NC(=O)CN(c2ccc(C)cc2)S(=O)(=O)c2c(C)nn(C)c2C)cc1
  7	0	0.0	-0.3	0.2	0.8	-0.4	4	0.2	3	-9
> Nc1ccc2nc3c(=O)[nH]c(=S)[nH]c3nc2c1
  -17	-1	-0.6	-1.2	0.8	-4.0	-1.7	-2	0.4	-34	-24
> O=C(CN1C(=O)/C(=C\C=C\c2ccccc2)SC1=S)Nc1ccc(F)cc1
  1	0	-0.5	3.9	2.4	0.8	-1.3	10	-0.3	-1	-9
> Cc1ccccc1C(=O)NNC(=O)CCC(=O)Nc1cccc(Cl)c1C
  -3	-2	-0.3	-0.7	2.8	0.8	-0.9	0	0.1	3	0
> COCC1CCCN(C(=O)c2ccc3oc(Cc4ccc(Cl)cc4)nc3c2)C1 (configuration not stated)
  8	4	0.1	-3.4	2.8	0.7	-1.3	2	-2.8	1	-24
> CC(=O)c1cccc(NC(=O)CSc2nc(=O)n(CCN3CCOCC3)c3c2CCC3)c1
  -1	4	-1.7	-1.6	0.2	0.5	-1.3	-3	0.1	-1	6
> O=C(CCc1nnc(Cc2ccc(-c3ccccc3)cc2)o1)NCCc1cccnc1
  -4	-1	0.1	-1.8	-1.0	0.1	-2.1	-2	-0.6	4	-2
> N=c1c2c(-c3ccccc3)c(-c3ccccc3)n(Cc3ccccc3)c2ncn1CCCO
  2	7	-2.0	-1.3	-10	-4.0	-1.6	-16	-1.5	-22	6
> COC(=O)C1=NN(C(=O)c2ccccc2)C(C)(O)C1 (configuration not stated)
  4	-1	1.3	-2.2	-1.8	0.3	-1.2	2	0.0	-1	0
> Cc1cc(/C=C\c2ccccc2)nc2ccccc12
  -24	4	5.6*	10*	5.2	15*	0.8	-9	6.0*	-7	-3
> CC(NCc1ccco1)C(=O)N1CCCN(C)CC1 (configuration not stated)
  2	3	nt	-1.9	nt	0.8	-1.4	-5	-0.9	1	3
> C=CCn1c(C2CC(=O)N(c3ccc(C)cc3)C2)nc2ccccc21 (configuration not stated)
  -3	0	-0.3	-2.1	-2.4	-2.9	-1.2	8	0.6	4	-6
> CC(=O)C1(C(=O)Nc2nccs2)CC(c2ccccc2C(F)(F)F)=NO1 (configuration not stated)
  -4	-1	nt	-0.7	nt	0.7	-1.4	2	-0.5	-5	-10

Shown in CSV form: entries from further up.
smiles,ADAM10 inh,SMARCA2 act,DAX1 inh-2,hcDAF12 agonist,GAA850 FXN act,hgDAF-12 ag,ssDAF12 agonist,GC-B act,DAX1 inh-1,GC-A act,sPLA2-III inh
COC(=O)C1=NN(C(=O)c2ccccc2)C(C)(O)C1 (configuration not stated),4,-1,1.3,-2.2,-1.8,0.3,-1.2,2,0.0,-1,0
Cc1cc(/C=C\c2ccccc2)nc2ccccc12,-24,4,5.6*,10*,5.2,15*,0.8,-9,6.0*,-7,-3
